MK inhibit: S. pneumoniae MK inhibitors, primary screen, biochemical, PK/LDH-coupled NADH absorbance; purified MK, PK/LDH-coupled NADH absorbance 340 nm; inhibition, % at 10 µM; 0.48% of 65,000 active;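 active = ranked among the strongest by inhibition in the single 10 µM screen, a fixed top-ranked set picked for dose follow-up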; note: no value below 0 was filed
Alkaline phosphatase: human TNAP enzyme inhibitors, biochemical, luminescent (AID 518) | Alkaline phosphatase, tissue-nonspecific isozyme (Homo sapiens) | purified TNAP enzyme, luminescent substrate readout; higher % means a stronger effect | inhibition, % at 20 µM; hits with a dose series show IC50 in µM | 0.09% of 64,000 active; in the data active = a potency from the dose series; inactive = the rest, 99 in 100 with inhibition below about 22%;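 note: plate controls were vehicle for no effect and reference inhibitor for full effect; many of its hits are not listed in these tables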
Spn DPM-DC inh: S. pneumoniae DPM-DC inhibitors, primary screen, biochemical, PK/LDH-coupled NADH fluorescence; diphosphomevalonate decarboxylase (Streptococcus pneumoniae D39); purified DPM-DC; calls only at 10 µM; 0.49% of 65,000 active; AID 556, 2006;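 active = the 320 compounds with the highest percent inhibition in the single-dose primary screen, excluding strongly autofluorescent ones, cut at about 32% in these data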;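 note: kinetic rate of NADH fluorescence loss reporting ADP formed by the decarboxylase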
Spn PMK inh: S. pneumoniae PMK inhibitors, primary screen, biochemical, mevalonate pathway, pilot trial included | phosphomevalonate kinase (Streptococcus pneumoniae D39) | purified PMK, PK/LDH-coupled NADH absorbance 340 nm | inhibition, % at 10 µM | 0.49% of 65,000 active;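 active = top-ranked compounds by inhibition in the single 10 µM screen, taking a fixed number of the strongest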;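 note: 0% = full reaction with DMSO carrier and 100% = background rate without enzyme reaction; no value below 0 was filed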
LYP phosphatase: LYP phosphatase inhibitors, primary screen, biochemical, DiFMUP fluorescence, recombinant catalytic domain, 10 µM (AID 606); recombinant LYP catalytic domain, DiFMUP fluorescence; higher % means a stronger effect; 52,000 tested, under 10 active; Tyrosine-protein phosphatase non-receptor type 22 (Homo sapiens); one-dose inhibition, % at 10 µM; IC50 in µM for titrated hits;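 active = IC50 under 40 µM in the dose-response test; inactive = IC50 of 40 µM or more, or never dose-tested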
HT1080 viability: cytotoxicity in HT1080 fibrosarcoma cells, cell-based, fluorescence readout (AID 620); HT1080 viability, fluorescence; higher % means a stronger effect; 0.42% of 87,000 active; cytotoxicity, % at 10 µM; hits with a dose series show EC50 in µM;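 note: cells exposed to compound overnight then 4 h with Alamar Blue; 0% = vehicle DMSO and 100% = killing control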
HPDE-C7K KRASV12: cytotoxicity in KRAS-transformed pancreatic duct cells, primary screen, cell-based, fluorescence, HTS (AID 431). 1.7% of 63,000 active. cytotoxicity, % at 10 µM; hits with a dose series show EC50 in µM. HPDE-C7K KRASV12 cells, Alamar Blue viability, 48 h; higher % means a stronger effect;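 active = compounds whose percent cytotoxicity in the single-dose primary screen, scaled between solvent and toxic-drug controls, exceeds 50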;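 note: 0% = DMSO solvent wells and 100% = doxorubicin-treated wells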
Bfl-1 inhibitors: Bfl-1 inhibitors, primary screen, biochemical, fluorescence polarization, FITC-Bid, mouse (AID 432) | Bcl-2-related protein A1 (Mus musculus) | FITC-Bid BH3 peptide fluorescence polarization displacement; higher % means a stronger effect | displacement, % at 20 µM; hits with a dose series show IC50 in µM | 0.02% of 64,000 active; in the data active = a potency from the dose series; inactive = the rest, 99 in 100 with displacement below about 15%; note: strong numbers were not always called active
HPDE-C7 cytotoxicity: cytotoxicity in HPDE-C7 cells, cell-based, fluorescence, HTS (AID 430); HPDE-C7 pancreatic duct cells viability, fluorescence; higher % means a stronger effect; one-dose cytotoxicity, % at 10 µM; EC50 in µM for titrated hits; 1.8% of 63,000 active;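 note: cells exposed to compound for 48 hours before viability readout; 0% = vehicle and 100% = reference cytotoxic drug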
Spn PMK inh pilot replicates: further read-out of Spn PMK inh, marked with its call; inhibition, %; measured here: pilot screen replicates
MK inhibit pilot replicates: also measured in MK inhibit; calls as there; inhibition, %; measured here: pilot screen replicates
Spn DPM-DC inh pilot screen %: also measured in Spn DPM-DC inh; calls as there; inhibition, %; measured here: pilot screen trials
Starred values were filed as active, the others as inactive; i = inactive; · = no result given. Cut-off read from the data, not from the text of the source, unless noted: active = cytotoxicity above about 50%; inactive = the rest.

SMILES	MK inhibit	MK inhibit pilot replicates	Alkaline phosphatase	Spn DPM-DC inh	Spn DPM-DC inh pilot screen %	Spn PMK inh	Spn PMK inh pilot replicates	LYP phosphatase	HT1080 viability	HPDE-C7K KRASV12	Bfl-1 inhibitors	HPDE-C7 cytotoxicity
CSCSC1=C(C#N)C(c2ccc(Cl)cc2)C(C(C)=O)=C(C)N1 (stereo not given)	8	0.0	18%	i	3.5	8	3.0	5%	-2%	-8%	-3%	-18%
COc1ccc(CCNC(=O)CC(NS(=O)(=O)c2ccc(NC(C)=O)cc2)C(C)C)cc1OC (stereo not given)	9	·	4%	i	·	4	·	11%	0%	-6%	-4%	-16%
O=C(CCn1c(=O)oc2ccccc21)N1CCCCCC1	1	0.0	11%	i	0.0	20	0.0	4%	22%	12%	6%	11%
COc1ccc2sc(NC(=O)c3ccco3)nc2c1	0	·	2%	i	·	18	·	10%	7%	-16%	3%	-12%
COCCn1c(SCc2cccnc2)nnc1-c1ccco1	13	·	13%	i	·	15	·	6%	-16%	5%	0%	-9%
Cc1cc(C)cc(N2CC(c3nc4ccccc4n3C)CC2=O)c1 (stereo not given)	9	·	3%	i	·	0	·	6%	-2%	-4%	-1%	4%
COc1ccc(NC(=O)CC2CCCCC2)cc1OC	6	0.0	1%	i	0.5	9	0.0	7%	1%	-2%	2%	-11%
COCCNc1nnc(SCC(=O)N2CCN(S(=O)(=O)c3ccccc3)CC2)s1	8	·	5%	i	·	0	·	6%	-2%	-5%	4%	-1%
Cn1c(COc2ccc3ccccc3c2)nnc1SCC(N)=O	8	·	8%	i	·	14	·	7%	-3%	-22%	-3%	-12%
CCOC(=O)c1c(C)c(C(=O)NC(C)COC)c(C)n1CC (stereo not given)	6	·	8%	i	·	0	·	13%	-4%	-13%	-1%	-10%
CCOc1ccc(N2C(=O)c3cccnc3C2Nc2ccc(C)cc2)cc1 (stereo not given)	6	·	5%	i	·	13	·	-5%	1%	-10%	-10%	-4%
COC(=O)c1cccc(NC(=O)CN2CCN(Cc3ccccc3)CC2)c1	4	0.0	8%	i	2.5	6	2.0	-1%	1%	3%	4%	-18%
NC(=O)CS(=O)(=O)c1nc2ccccc2n1Cc1ccccc1F	0	·	·	i	·	0	·	16%	8%	·	·	·
C=CCNc1nc(C2(C)CC3(CC(C)OC3=O)C(=O)O2)cs1 (stereo not given)	7	·	7%	i	·	0	·	6%	-3%	-12%	3%	-8%
COc1ccc2c(c1OC)C(=O)N(c1ccccn1)C2	6	·	2%	i	·	11	·	·	2%	·	0%	·
COc1ccc(NC(=O)c2cc(-c3cc(C)cc(C)c3O)n[nH]2)cc1Cl	0	·	-11%	i	·	3	·	·	-4%	71%*	3%	60%*
O=C(CCc1ccc(CCC(=O)c2cccs2)s1)c1cccs1	3	·	6%	i	·	0	·	-1%	-6%	18%	-4%	4%
CS(=O)(=O)N(CC(=O)N1CCN(Cc2ccc3c(c2)OCO3)CC1)c1ccc2c(c1)OCO2	7	·	3%	i	·	5	·	17%	4%	-14%	1%	-16%
O=C(Nc1nc2ccccc2n1CCN1CCCC1)C1CCCCC1	8	·	-4%	i	·	4	·	6%	-14%	7%	-6%	10%
O=C(O)COc1ccc2c(c1)CCCC2	0	·	9%	i	·	0	·	1%	-1%	5%	10%	-11%
Cc1ccc(NC(=O)N(Cc2ccco2)C(C)c2ccco2)cc1C (stereo not given)	5	·	9%	i	·	11	·	6%	-1%	-15%	4%	-13%
CCCCc1c(O)nc(N2CCN(Cc3ccccc3)CC2)[nH]c1=O	10	4.0	7%	i	2.5	9	3.5	3%	-1%	-7%	1%	-10%
COC(=O)c1cc(=O)n2c(-c3ccc(OC)cc3)csc2n1	1	0.0	14%	i	0.0	11	0.0	6%	0%	-2%	0%	-11%
O=C(NCCCN1CCOCC1)c1c(O)c2ccccc2[nH]c1=O	0	·	9%	i	·	12	·	·	-8%	-20%	7%	-16%
CC(=O)Nc1ccc(NC(=O)Cn2cnc3c(cnn3C(C)(C)C)c2=O)cc1	4	5.5	12%	i	0.5	6	3.0	12%	-4%	15%	0%	14%
CCn1cnc2c1c(=O)n(CC(=O)N1CCc3ccccc31)c(=O)n2Cc1ccccc1	0	·	6%	i	·	15	·	15%	-5%	-4%	-2%	-3%
Cc1cc(C)n(-c2nc3ccccc3c(=O)n2OCc2ccc(F)cc2)n1	2	·	-2%	i	·	3	·	·	5%	-21%	2%	-24%
CCOC(=O)N1CCN(c2cc(=O)n(-c3ccc(OC)cc3)c(=O)[nH]2)CC1	10	·	7%	i	·	11	·	-5%	0%	1%	-4%	0%
CCCC(=O)Nc1ccc(Cl)c(NC(=O)C(C)(C)C)c1	4	·	9%	i	·	0	·	9%	6%	4%	-7%	5%
COc1ccccc1Nc1nc(N)nc(CSc2ncccn2)n1	9	·	8%	i	·	6	·	3%	-3%	4%	2%	-4%
Cc1ccc2[nH]c(CCN(C)C)c(CC#N)c2c1	6	·	15%	i	·	7	·	-10%	5%	20%	0%	14%
COc1ccccc1S(=O)(=O)Cc1ccc(C(=O)NC(C)c2ccc3c(c2)OCCO3)o1 (stereo not given)	0	·	-13%	i	·	11	·	5%	2%	2%	0%	-4%
COc1cccc(C2CC(c3ccc(Cl)cc3)Nc3nc(N)nn32)c1 (stereo not given)	1	·	10%	i	·	6	·	11%	10%	9%	0%	1%
CCn1c(SCC(=O)Nc2ccc3c(c2)OCO3)nnc1-c1cnccn1	8	0.0	6%	i	0.0	1	0.0	-4%	102%*	-10%	-2%	-25%
C#CC1(O)CC(C)N(C)C(C)C1 (stereo not given)	4	0.0	1%	i	0.0	8	5.5	·	-5%	-2%	0%	0%
O=C(CSC1=NCCS1)Nc1ccnc2ccccc12	7	·	10%	i	·	5	·	7%	-6%	-15%	0%	-12%
CCc1cccc(C)c1NC(=O)CSc1nc2ccccc2n1CC(=O)N(C)C	8	·	6%	i	·	2	·	21%	-8%	0%	0%	5%
CC1(C)NC(=O)N(CCCOc2ccc(Br)cc2Cl)C1=O	9	0.0	23%	i	3.0	0	2.5	6%	7%	22%	-6%	12%
Cc1ccc(S(=O)(=O)c2nc(-c3ccc(F)cc3)oc2SCC(=O)NCC2CCCO2)cc1 (stereo not given)	2	·	13%	i	·	0	·	7%	9%	3%	4%	-8%
O=C(c1cc(-c2ccc(O)cc2)on1)N1CCc2ccccc2C1	5	·	-2%	i	·	0	·	11%	-3%	38%	-8%	48%
Cc1cc(NC(c2cccnc2)c2c(C)[nH]c3ccccc23)no1 (stereo not given)	0	5.0	20%	i	1.5	3	1.5	9%	-10%	18%	-1%	5%
CCc1cccc(C)c1NC(=O)c1ccoc1C	0	·	9%	i	·	0	·	4%	8%	-8%	-5%	-23%
O=c1c2ccccc2nc(SCc2cn3ccsc3n2)n1-c1ccc(F)cc1	0	0.0	4%	i	0.0	11	0.0	-3%	8%	-24%	-2%	-39%
CCOc1ccc(NC(=O)CCN2CCN(S(=O)(=O)c3cc(Cl)ccc3OC)CC2)cc1	4	·	0%	i	·	9	·	7%	8%	-4%	7%	0%
Cc1cc(C)c(C#N)c(SCC(=O)Nc2ccc(S(=O)(=O)Nc3onc(C)c3C)cc2)n1	10	1.0	8%	i	0.0	13	0.0	·	·	-14%	-8%	-9%
O=C(c1cccs1)N1CCC(c2nc(-c3ccc(S(=O)(=O)N4CCOCC4)cc3)no2)CC1	10	·	15%	i	·	9	·	·	-6%	-17%	-2%	-12%
COc1cc(S(=O)(=O)N2CCOCC2)c(OC)c(S(=O)(=O)N2CCOCC2)c1	0	·	2%	i	·	0	·	13%	-4%	-6%	-4%	-8%
O=C(NCCCn1ccnc1)C(F)(F)C(F)(F)C(=O)NCCCn1ccnc1	1	·	4%	i	·	8	·	0%	4%	-2%	-9%	-13%
Cc1cc(C)cc(NC2=NCC(=O)N2Cc2ccccc2)c1	11	·	5%	i	·	0	·	1%	-3%	-4%	-7%	-16%
CCN(CC)C(=O)C1CCC(CNS(=O)(=O)c2cccc3cccnc23)CC1 (stereo not given)	6	0.5	14%	i	1.0	0	2.0	1%	1%	10%	-3%	4%
O=C(CCn1c(=O)sc2ccccc21)Nc1cccnc1	6	0.0	2%	i	0.0	0	0.5	13%	0%	-11%	-7%	2%
O=C(Nc1ccc2c(c1)nc1n2CCN(C2CCCCC2)C1)c1ccco1	2	·	23%	i	·	7	·	-6%	-4%	-30%	2%	-39%
CCCn1c(C(C)NC(=O)c2ccccc2)nc2ccccc21 (stereo not given)	7	·	·	i	·	0	·	·	16%	·	·	·
Cc1nc(SCC(=O)O)c2oc3ccccc3c2n1	8	·	13%	i	·	9	·	4%	0%	-11%	-2%	-3%
Cc1ccc(-n2ncc3c(=O)n(-c4ccc(C)c(C)c4)c(C)nc32)cc1	6	·	8%	i	·	8	·	·	19%	-15%	-12%	-14%
Nc1sccc1C(=O)c1ccccc1	8	0.0	12%	i	0.0	0	0.0	13%	2%	3%	8%	-15%
CCCCSc1nc(N)c(C#N)c(-c2cccs2)c1C#N	5	·	13%	i	·	0	·	4%	6%	17%	-6%	18%
Cc1cc(C)n(C(=O)CCNC(=O)c2ccccc2Br)n1	1	·	6%	i	·	14	·	14%	0%	6%	0%	4%
Cc1cccc(C)c1OCC(O)CNS(=O)(=O)c1ccccc1C(=O)N1CCCCC1 (stereo not given)	3	·	14%	i	·	0	·	-5%	4%	1%	-8%	2%
O/N=C1\CC(O)Cc2nonc21 (stereo not given)	7	·	9%	i	·	9	·	7%	-6%	-10%	-1%	1%
Cc1ccc(-c2nc3cccnc3s2)cc1NC(=O)c1ccco1	0	·	·	i	·	22	·	10%	-11%	·	·	·
CN(Cc1ccccc1)S(=O)(=O)c1ccc(C(=O)Nc2nnc(C3CC3)o2)cc1	3	·	7%	i	·	10	·	·	12%	6%	0%	28%
